High-throughput results: PubChem BioAssay, several laboratories
NTR1 ag – agonists of NTR1, primary screen, imaging, U2OS cells, beta-arrestin-GFP, high content (AID 493036); Neurotensin receptor type 1 (Homo sapiens), P30989; NTR1-U2OS beta-arrestin-GFP spot imaging, agonist mode; activation, % at 20 µM; 330,000 compounds, 0.17% hits;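 active means activation at or above 40% of the spot to cytoplasm intensity ratio, with at least 20 cells analyzed; inconclusive means wells under 20 cells, flagged as cytotoxic or low count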;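 further: 0% = DMSO without peptide and 100% = 100 nM NTR1 peptide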
Target sequence (P30989 whole entry, looked up): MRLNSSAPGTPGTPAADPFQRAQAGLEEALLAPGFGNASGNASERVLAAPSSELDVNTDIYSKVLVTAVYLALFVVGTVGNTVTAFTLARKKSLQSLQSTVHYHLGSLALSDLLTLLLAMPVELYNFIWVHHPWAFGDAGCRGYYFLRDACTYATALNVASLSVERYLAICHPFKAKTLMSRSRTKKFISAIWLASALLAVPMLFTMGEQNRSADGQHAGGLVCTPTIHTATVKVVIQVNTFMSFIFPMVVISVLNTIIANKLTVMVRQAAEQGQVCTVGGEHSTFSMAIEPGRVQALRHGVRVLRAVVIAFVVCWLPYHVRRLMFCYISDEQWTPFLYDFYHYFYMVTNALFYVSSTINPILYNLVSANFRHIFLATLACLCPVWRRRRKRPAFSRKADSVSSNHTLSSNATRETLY
T cell HTS – modulators of CD8 T cell-vesicle binding, primary screen, mouse 2C CD8+ T cells, flow cytometry; AID 2052, 2009; 2C CD8+ T cell-vesicle binding; active compounds read low; 330,000 compounds, 0.068% hits; calls only at 7 µM;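 active means response, share of CD8 T cells binding vesicles, and their 90th percentile fluorescence all below set limits, cut at about 80% in these data, passing the limit was not always enough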
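Material: 2C TCR transgenic mouse naive CD8+ T cells, MACS-purified. Also added: QL9-charged Drosophila Ld/ICAM-1/B7-1 vesicles. Timing: binding 1.5 h at 37 °C. Measured by: high-throughput flow cytometry with anti-B7-1 and anti-CD8 staining. Read-out: percent CD8+ FL2 mean versus row control. Controls: Unloaded micro-vesicles (low), QL9 vesicles with 0.7% DMSO (high).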
Myeloid diff MLP – induction of myeloid progenitor differentiation, primary screen, cell-based, flow cytometry, MLPCN library; ER-HoxA9 myeloid progenitors, lysozyme-GFP differentiation; calls only at 10 µM; 360,000 compounds, 1% hits;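 active means normalized GFP-positive differentiation at or above the plate's own cutoff, the solvent-only control mean plus 3 SD; inconclusive means no clear call, values can overlap the other calls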;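 further: cells exposed to compound for four days before flow analysis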
T cell HTS vesicle-bound % – also measured in T cell HTS; calls as there; double positive events, %; measured here: CD8+ vesicle-bound cell fraction;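 binding gate set so that unloaded-vesicle control wells show 10% double positive cells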
NTR1 ag cell count 20 µM – further read-out of NTR1 ag, marked with its call; cell count; measured here: cell count, cytotoxicity flag
Myeloid diff MLP GFP+ MAC1+ % – also measured in Myeloid diff MLP; calls as there; GFP+ MAC1+ double positive, %; measured here: differentiation confirmed by MAC1 staining
* hit, by the source's call; i = inactive; ? = inconclusive; . = not tested or not shown. This is a subset, so the mix of outcomes need not match the whole.

SMILES	NTR1 ag	NTR1 ag cell count 20 µM	T cell HTS	T cell HTS vesicle-bound %	Myeloid diff MLP	Myeloid diff MLP GFP+ MAC1+ %
O=C(Nc1ncccc1O)c1cccc(S(=O)(=O)NCc2ccccc2)c1	0.0	57	i	48	i	0.8
CCN(C[C@H]1N[C@@](C)(C(=O)OC)[C@H]2C(=O)N(C)C(=O)[C@@H]12)C(=O)c1ccc(C(C)(C)C)cc1	-1.2	63	i	11	i	0.9
CCOC(=O)c1ccc(S(=O)(=O)N2CCN(C/C=C/c3ccccc3)CC2)cc1	0.9	52	i	44	i	0.5
C[C@H](NC(=O)c1nc[nH]c1C(=O)N1CCNCC1)C(=O)OC(C)(C)C	-0.7	86	i	25	i	0.7
CCCCn1c(N)c(N(CC(C)C)C(=O)c2ccc(C)c(S(=O)(=O)N3CCCCC3)c2)c(=O)[nH]c1=O	0.1	56	i	7	i	0.9
COc1ccccc1S(=O)(=O)NCc1ccc(C(=O)N(C)Cc2ccc(F)cc2)cc1	3.1	51	i	31	i	0.4
Cc1ccccc1C(=O)NNC(=O)c1cccn1C	-0.4	98	i	26	i	1.1
CC(OC(=O)CCOc1ccccc1)C(=O)NC1CC1 (stereo not drawn)	0.1	55	i	50	i	0.5
CN(C)C(CNC(=O)c1ccc(S(=O)(=O)Nc2ccccc2F)cc1)c1ccco1 (stereo not drawn)	0.7	51	i	23	i	1.5
CCN(C[C@H]1N[C@@](Cc2ccccc2)(C(=O)OC)[C@H]2C(=O)N(Cc3ccccc3)C(=O)[C@@H]12)C(=O)NC(C)C	2.4	48	i	15	i	0.4
Cc1ccc(S(=O)(=O)N(C)C)cc1NC(=O)COC(=O)c1ccc2c(=O)n3c(nc2c1)CCC3	-0.6	77	i	60	i	0.7
Cc1ccc(Cl)c(NC(=O)COC(=O)c2cc[n+]([O-])cc2)c1Cl	1.0	60	i	54	i	0.8
O=C(CN1C(=O)C2CCCCC2C1=O)Nc1ccccc1N1CCCC1 (stereo not drawn)	-0.2	69	i	22	i	1.5
C[C@]12c3[nH]c4ccccc4c3CCN1C(=O)C(CC(=O)NCc1ccco1)C[C@@H]2C(=O)N1CCOCC1 (stereo partly drawn)	1.6	39	i	14	i	0.3
O=c1c(-c2ccc(O)cc2)coc2cc(O)ccc12	-1.4	41	i	26	i	1.3
Cc1ccc([C@@H]2CC=C(C(=O)O)CN2S(=O)(=O)c2ccccc2C)cc1	5.8	86	i	39	i	1.3
COc1ccccc1NS(=O)(=O)c1cccc(C(=O)NCC(c2cccs2)N2CCOCC2)c1 (stereo not drawn)	1.2	60	i	29	i	0.3
COc1ccc(NS(=O)(=O)c2cccc(C(=O)NCc3ccccn3)c2)cc1	1.5	66	i	40	i	0.6
COCCN(Cc1ccccc1)C(=O)c1cccc(S(=O)(=O)N2CCN(c3ccc(F)cc3)CC2)c1	1.4	65	i	44	i	2.1
Cn1cccc1C(=O)OCC(=O)N1CCc2ccccc21	1.1	64	i	36	i	0.9

Overlap with the part before: 2 compounds, then new ones.
SMILES	NTR1 ag	NTR1 ag cell count 20 µM	T cell HTS	T cell HTS vesicle-bound %	Myeloid diff MLP	Myeloid diff MLP GFP+ MAC1+ %
COCCN(Cc1ccccc1)C(=O)c1cccc(S(=O)(=O)N2CCN(c3ccc(F)cc3)CC2)c1	1.4	65	i	44	i	2.1
Cn1cccc1C(=O)OCC(=O)N1CCc2ccccc21	1.1	64	i	36	i	0.9
CCCCn1c(N)c(N(CC(C)C)C(=O)C2CC(=O)N(c3ccc4c(c3)OCCO4)C2)c(=O)[nH]c1=O (stereo not drawn)	-0.7	68	i	16	i	0.9
CC1CCCN(C(=O)c2ccc(Cl)c(S(=O)(=O)N3CCCCCC3)c2)C1 (stereo not drawn)	4.6	61	i	40	i	1.0
Cc1cc(C)n(CC(=O)NNC(=O)COc2ccc(F)cc2Br)n1	0.6	54	i	33	i	0.0
COc1ccc(CNC(=O)CCn2c(C)csc2=O)cc1	1.3	60	i	32	i	0.7
O=C1ON=C(c2ccc(Cl)c([N+](=O)[O-])c2)/C1=C/c1cccc([N+](=O)[O-])c1O	-2.7	67	i	50	i	0.6
NS(=O)(=O)c1cccc(NC(=O)c2cccc(N3C(=O)c4ccccc4C3=O)c2)c1	4.0	58	i	34	i	1.6
CC(C)(C)NC(=O)CN1CCCN(C(=O)c2cccc(S(=O)(=O)N3CCc4ccccc43)c2)CC1	4.2	59	i	25	i	1.5
CCOC(=O)C1CCCN(C(=O)c2ccccc2NS(=O)(=O)c2ccc(F)cc2)C1 (stereo not drawn)	0.4	59	i	20	i	1.0
CC(=O)c1ccc(NC(=O)CSc2nc3[nH]ncc3c(=O)[nH]2)cc1	-0.8	64	i	44	i	0.6
CC(C)Cc1nnc(NC(=O)CN2C(=O)NC3(CC(C)CC(C)(C)C3)C2=O)s1 (stereo not drawn)	-0.1	70	i	52	i	0.9
S=C1NCCC12C(=S)Nc1ccccc12 (stereo not drawn)	-1.5	99	i	30	i	4.1
Cc1noc(C)c1CCC(=O)Nc1c(C(C)C)cccc1C(C)C	-1.6	69	i	19	i	1.3
CSc1ccc(CN(C)C(=O)CSCC(=O)Nc2ccc(C)cc2)cc1	0.4	69	i	39	i	0.4
COc1ccc(C(=O)c2ccc3oc(-c4ccc(OC)cc4)c(-c4ccc(O)cc4)c3c2)cc1	4.6	71	i	57	i	2.2
NC(=O)C1CCN(c2nc(-c3ccc4occc(=O)c4c3)cs2)CC1	-0.7	99	i	6	i	2.4
Cc1ccc(C(=O)NN=CC(=O)c2ccccc2)c(C)c1	3.5	46	i	54	i	0.8
CN(CC(=O)Nc1ccccc1C(F)(F)F)C(=O)c1cc(Cl)nc2ccccc12	-0.8	68	i	16	i	0.4
CCCNC(=O)C(Cc1ccccc1)NC(=O)c1ccc(-c2ccccc2)cc1 (stereo not drawn)	5.0	41	i	35	i	1.4
O=C(COC(=O)CNC(=O)C1CCCCC1)Nc1ccccc1Cl	0.5	57	i	37	i	1.1
CC(C)C[C@H]1CN=C(Nc2ccccc2)N1CC1CCC(C(C)(C)C)CC1 (stereo partly drawn)	42*	83*	i	45	?	.
CC(C)c1ccc(/C=C/C(=O)NCCCN2CCOCC2)cc1	-2.6	50	i	64	i	0.1
O=C(c1ccc(Cl)c(S(=O)(=O)N2CCCCCC2)c1)N1CCCC(C(F)(F)F)C1 (stereo not drawn)	1.9	58	i	27	i	1.0
CCOc1ccc(NS(=O)(=O)c2cc(NC(=O)C3CC3)ccc2C)cc1Br	1.4	49	i	40	i	0.6
Cc1ccc2c(c1)C1C=CCC1C(C(=O)NCCCN1CCOCC1)N2 (stereo not drawn)	-0.1	88	i	31	i	0.8
CCC(C)N(C(=O)COc1ccc(Br)cc1C=O)C1CCS(=O)(=O)C1 (stereo not drawn)	-0.9	67	i	40	i	0.5
C=CC[C@@H](CC(=O)N(CCO)Cc1ccccc1)C(=O)N[C@H](C)COC(=O)[C@@H](CC=C)Cc1ccc(F)cc1	2.7	58	i	9	i	2.7
Cc1ccc(S(=O)(=O)N(C)C[C@H]2Oc3ccc(NC(=O)Nc4c(C)noc4C)cc3CC(=O)N([C@@H](C)CO)C[C@@H]2C)cc1	-1.4	49	i	15	i	2.1
CCC[C@@H](CN1CCC[C@H]1CN1C(N)=NC[C@H]1C(C)C)N1C[C@@H]([C@H](C)CC)N(CCCC2CCCC2)C1=N	0.1	70	i	9	i	1.2
Cc1ccc(NC(=O)CC2OC(=O)c3ccccc32)cc1S(=O)(=O)N1CCCCCC1 (stereo not drawn)	3.8	67	i	38	i	0.5
O=S(=O)(c1ccc2c(c1)CCCN2)N1CCCCC1	-0.1	90	i	37	i	0.9
O=C1CN(C(=O)COC(=O)[C@@H]2CCCN2S(=O)(=O)c2ccc(Cl)cc2)c2ccccc2N1	1.2	63	i	44	?	.
CC1CC(C)CN(C(=O)COC(=O)c2ccc3c(c2)C(=O)N(Cc2ccco2)C3=O)C1 (stereo not drawn)	1.3	60	i	29	i	0.1
COc1ccc(C(c2c(NC(=O)c3ccco3)sc(C)c2C)N2CCOCC2)cc1OC (stereo not drawn)	-1.2	62	i	46	i	0.2
CC1CCN(c2ccc(-c3cccc(NC(=O)c4ccco4)c3)nn2)CC1	5.5	63	i	56	i	0.3
COc1cc(OC)cc(C(=O)NNC(=O)c2cc(=O)[nH]c3ccccc23)c1	-0.4	49	i	55	i	1.0
CCCCNc1c(-c2cccc(Sc3ccc(OC)cc3)c2)nc2ccccn12	42*	60*	i	9	i	0.8
COc1ccc(C(=O)Nc2c(N)nc[nH]c2=O)cc1	0.3	63	i	30	i	1.0
COc1ccc(NS(=O)(=O)c2cccc(C(=O)O)c2)cc1S(=O)(=O)N1CCCCC1	0.6	54	i	58	i	0.9
CCCCn1c(N)c(N(CC(C)C)C(=O)c2cccc(S(=O)(=O)N(C)c3ccccc3)c2)c(=O)[nH]c1=O	0.9	68	i	19	i	1.2
CC(C(c1ccc2c(c1)OCO2)c1c(N)n(C)c(=O)n(C)c1=O)[N+](=O)[O-] (stereo not drawn)	1.4	51	i	48	i	0.7

The final 2 compounds of the section above open the next one:
SMILES	NTR1 ag	NTR1 ag cell count 20 µM	T cell HTS	T cell HTS vesicle-bound %	Myeloid diff MLP	Myeloid diff MLP GFP+ MAC1+ %
CCCCn1c(N)c(N(CC(C)C)C(=O)c2cccc(S(=O)(=O)N(C)c3ccccc3)c2)c(=O)[nH]c1=O	0.9	68	i	19	i	1.2
CC(C(c1ccc2c(c1)OCO2)c1c(N)n(C)c(=O)n(C)c1=O)[N+](=O)[O-] (stereo not drawn)	1.4	51	i	48	i	0.7
C[C@H](CO)N1C[C@H](C)[C@@H](CN(C)C(=O)Nc2ccccc2)Oc2ccc(NC(=O)NC3CCCCC3)cc2C1=O	-2.0	54	i	24	i	0.5
COc1ccc(-c2sc3ccc(OC)cc3c2C#Cc2ccccn2)cc1	2.3	44	i	30	i	0.5
COc1ccc(C(=O)NCCc2ccc(Cl)cc2)cc1S(=O)(=O)N1CCCCC1C (stereo not drawn)	1.3	47	i	40	i	1.0
COc1cc(C(=O)N2CCN(CCCc3ccccc3)CC2)cc(OC)c1OC	-0.3	38	i	36	i	1.2
COc1ccc(C(=O)C(C)OC(=O)c2cccc(S(=O)(=O)Nc3c(C)n(C)n(-c4ccccc4)c3=O)c2)cc1 (stereo not drawn)	3.2	54	i	38	i	1.0
C[C@H](CO)N1C[C@H](C)[C@H](CN(C)C(=O)Nc2ccc(C(F)(F)F)cc2)Oc2c(NC(=O)c3ccncc3)cccc2C1=O	-0.1	68	i	9	i	0.8
CC(OC(=O)CCC1CCCC1)C(=O)Nc1ccccc1[N+](=O)[O-] (stereo not drawn)	1.4	73	i	42	i	0.6
COc1cccc(CN(C)C(=O)c2ccc(NS(=O)(=O)c3ccc(F)cc3)cc2)c1OC	-0.4	56	i	6	i	1.1
CN(c1ccccc1)S(=O)(=O)c1ccc2c(c1)OCCO2	-2.0	51	i	7	i	0.1
CCOC(=O)c1cccc(C2=CC(=O)C[C@H](c3ccc(OC)cc3)C2)c1	4.9	60	i	39	i	3.6
CCC1CCC/C1=N\NC(=O)c1ccccc1Cl (stereo not drawn)	-0.2	63	i	23	i	0.4
C[C@H]1COC(=O)[C@H](CC(=O)OC(C)(C)C)C/C=C\C[C@@H](CC(=O)N(CCO)Cc2ccccc2)C(=O)N1	1.0	56	i	25	i	1.9
Cc1c(NC(=O)COC(=O)Cc2ccc(Br)cc2)c(=O)n(-c2ccccc2)n1C	2.4	57	i	8	i	1.5
N#Cc1ccsc1NC(=O)CCN1C(=O)C2CCCCC2C1=O (stereo not drawn)	0.3	56	i	19	i	1.1
Cc1ccc2c(c1)[C@H]1[C@H](CO2)[C@H](c2ccccc2)[C@]2(C)C(=O)N(Cc3ccccc3)CC(=O)N12	3.9	55	i	18	i	1.1
CN(CC(=O)Nc1ccc(Cl)c(C(F)(F)F)c1)C(=O)c1ccc(N2CCOCC2)c([N+](=O)[O-])c1	3.4	53	i	45	i	0.8
Cc1onc(-c2ccccc2)c1C(=O)NCCSCc1ccco1	3.7	92	i	33	i	0.6

A second format for four compounds above.
SMILES,NTR1 ag,NTR1 ag cell count 20 µM,T cell HTS,T cell HTS vesicle-bound %,Myeloid diff MLP,Myeloid diff MLP GFP+ MAC1+ %
COc1ccc(C(=O)NCCc2ccc(Cl)cc2)cc1S(=O)(=O)N1CCCCC1C (stereo not drawn),1.3,47,i,40,i,1.0
CCOC(=O)c1cccc(C2=CC(=O)C[C@H](c3ccc(OC)cc3)C2)c1,4.9,60,i,39,i,3.6
CCC1CCC/C1=N\NC(=O)c1ccccc1Cl (stereo not drawn),-0.2,63,i,23,i,0.4
CC(OC(=O)CCC1CCCC1)C(=O)Nc1ccccc1[N+](=O)[O-] (stereo not drawn),1.4,73,i,42,i,0.6
